AMA1 RON2 block = qHTS for Inhibitors of AMA1-RON; Towards Development of Antimalarial Drug Lead: Primary Screen; AID 720542, 2013; Potency, µM (top dose mostly 58.2 µM), for the others: top-dose activity change, negative = inhibition, hits mostly inhibitors; 0.2% of 360,000 active; AlphaScreen AMA1-biotinylated RON2 peptide binding;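 further: potency means the concentration at half of the fitted maximal effect; 0% = vehicle wells and -100% = peptide control; nearly all actives have a fitted effect of over 45% in size; some results filed as inactive show a strong effect at the top dose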
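AMA1 (3D7) with his tag at 25 nM final met compounds first, then biotinylated RON2 peptide at 25 nM; detection used donor plus acceptor beads, 10 µg/mL apiece, read by AlphaScreen after 30 min at room temperature.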
AmpC inh detg = qHTS Inhibitors of AmpC Beta-Lactamase (assay with detergent); AID 485294, 2010; AmpC hydrolysis of nitrocefin, absorbance 480 nm, 0.01% Triton; Potency, µM (highest dose often 114 µM), for inactives: at the highest dose activity change, negative = inhibition, usual class: inhibitors; P00811; 0.041% of 370,000 active;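 further: potency means the concentration at half of the fitted maximal effect; 0% = no-compound wells and -100% = no-enzyme wells; nearly all actives have a fitted effect of over 25% in size; some results filed as inactive show a strong effect at the top dose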
Target sequence (P00811 whole entry, looked up): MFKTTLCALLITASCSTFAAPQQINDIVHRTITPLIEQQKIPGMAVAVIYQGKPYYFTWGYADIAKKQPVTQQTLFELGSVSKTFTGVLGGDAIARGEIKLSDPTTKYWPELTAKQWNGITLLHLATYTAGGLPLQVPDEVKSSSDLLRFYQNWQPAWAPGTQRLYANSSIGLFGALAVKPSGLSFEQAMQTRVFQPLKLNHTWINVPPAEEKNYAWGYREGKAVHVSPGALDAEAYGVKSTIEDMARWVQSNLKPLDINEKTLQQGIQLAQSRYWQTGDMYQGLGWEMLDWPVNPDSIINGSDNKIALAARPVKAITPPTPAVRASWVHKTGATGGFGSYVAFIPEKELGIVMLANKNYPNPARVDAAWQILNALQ
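20 mM phosphate pH 7.0 + 0.01% (detergent screen) or 0.0001% Triton X-100; 5.3 nM AmpC reagent; cpd preinc 15 min RT; nitrocefin (800 uM stock) to start; A480 q20 s × 4 min; Activity was normalised to no-enzyme and no-compound control wells.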
Tb PYK inh = qHTS of Trypanosoma Brucei Inhibitors | pyruvate kinase (Trypanosoma brucei), Q57TT1 | TbPYK enzyme, Kinase-Glo Plus ATP luminescence, 45 min | Potency, µM (titrated, usually from 76.8 µM), for inactives: top-dose activity, negative = inhibition, actives largely listed as inhibitors | 0.12% of 410,000 active | AID 624173, 2012; further: potency means the concentration at half of the fitted maximal effect; nearly all actives have a fitted effect of over 50% in size
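Screened from lowest to highest concentration, compounds were pinned into TbPYK/substrate mixtures, and ADP (130 uM final) was added. Plates sat at room temperature for 45 min prior to Kinase-Glo Plus detection by luminescence.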
HCMV antiviral = qHTS Assay for inhibitors of the human cytomegalovirus (HCMV); HFF cells, HCMV-luciferase reporter, 72 h; active compounds read low; activity change, negative = inhibition, % at 57.5 µM; 4.5% of 410,000 active; AID 1259415, 2018; in the data active means activity change below about -60%; inconclusive means no clear call, values can overlap the other calls; inactive means above about -39%
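Inhibition of viral replication was scored as loss of reporter luminescence in HFFs infected with HCMV-luciferase (MOI 1 PFU/cell) for 72 h; compounds tested at 2 doses, normalized to buffer and Salinomycin controls.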
HCV inhibitor = qHTS Assay for Inhibitors of Hepatitis C Virus (HCV) | Huh7.5.1 HCVcc-Cre infection, luciferase reporter, 44 h | Potency, µM (top dose mostly 41.8 µM), for inactives: top-dose activity change, negative = inhibition, actives largely listed as inhibitors | 3.4% of 340,000 active; further: potency means the concentration at half of the fitted maximal effect
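Reporter virus HCVcc-Cre (~0.5 moi) infects cells exposed to compound; seeding density 1,000 cells/well with 4 h settling beforehand. Luminescence, 15 sec read, taken 44 h post-infection following a 15 min RT substrate incubation.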
AmpC no deterg = qHTS Inhibitors of AmpC Beta-Lactamase (assay without detergent). AmpC nitrocefin hydrolysis, absorbance 480 nm, 0.0001% Triton. Potency, µM (titrated, usually from 57.1 µM), for the others: top-dose activity change, negative = inhibition, most hits filed as inhibitors. 0.52% of 330,000 active. AID 485341, 2010;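 further: potency means the concentration at half of the fitted maximal effect; plate controls were no compound for no effect and no enzyme for full effect; nearly all actives have a fitted effect of over 20% in size; some results filed as inactive show a strong effect at the top dose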
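AmpC (5.3 nM in the dispensed reagent) in 20 mM phosphate pH 7.0 with 0.01% (detergent screen) or 0.0001% Triton X-100 was preincubated with compounds for 15 min at room temperature. Nitrocefin was then added from an 800 uM solution, and hydrolysis was followed at 480 nm.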
LmPK inh = qHTS Assay for Inhibitors of Leishmania Mexicana Pyruvate Kinase (LmPK). Q27686. purified LmPK, Kinase-Glo ATP luminescence, 1 h. Potency, µM (series often up to 57.5 µM), for inactives: top-dose activity change, negative = inhibition, usual class: inhibitors. 0.37% of 290,000 active; further: potency means the concentration at half of the fitted maximal effect
Target sequence (Q27686 whole entry, looked up): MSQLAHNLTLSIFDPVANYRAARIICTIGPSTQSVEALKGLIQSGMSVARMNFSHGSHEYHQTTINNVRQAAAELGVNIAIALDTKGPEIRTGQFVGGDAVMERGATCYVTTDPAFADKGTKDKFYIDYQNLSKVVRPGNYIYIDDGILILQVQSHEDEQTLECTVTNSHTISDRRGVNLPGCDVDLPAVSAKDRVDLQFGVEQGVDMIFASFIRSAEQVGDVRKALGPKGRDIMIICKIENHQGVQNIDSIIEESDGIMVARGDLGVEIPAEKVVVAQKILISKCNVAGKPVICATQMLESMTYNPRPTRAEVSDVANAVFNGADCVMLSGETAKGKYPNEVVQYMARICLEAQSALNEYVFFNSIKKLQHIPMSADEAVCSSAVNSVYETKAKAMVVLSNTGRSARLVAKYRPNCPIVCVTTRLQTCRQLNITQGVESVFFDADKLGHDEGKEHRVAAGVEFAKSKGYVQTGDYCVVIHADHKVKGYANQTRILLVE
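Purified LmPK (0.1 nM) with 0.5 mM PEP and 0.1 mM ADP in imidazole buffer pH 7.2 with MgCl2/KCl, 1 h at room temperature. ATP formed was read by luciferase luminescence and normalized to no-enzyme and uninhibited controls.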
* hit, by the source's call; ? = inconclusive; . = no result given; & = joins results of further samples; [ ] = another dose, or the depositor's remark. Unless noted, the call rests on the fitted dose curve; in most records, active means well fitted curve in the direction sought with a large enough effect; inconclusive means small, poorly fitted or top-dose-only effect, or another doubt; inactive means no such curve, though single readings can be large; an effect the other way counts as inactive or inconclusive. Unless noted, on the % scale 0 is the no-effect control and ±100 the full control effect. The order is random; overall some 7.5% were active at least once.

SMILES | AMA1 RON2 block | AmpC inh detg | Tb PYK inh | HCMV antiviral | HCV inhibitor | AmpC no deterg | LmPK inh
O=c1[nH]c(C2CCN(S(=O)(=O)c3ccccc3)CC2)nc2c1nnn2Cc1ccccc1 | -7% | -4% | 2% | 11 | 0% | 20% | 9%
CCn1ccc(C(=O)Oc2ccc(Cl)cc2)n1 | -6% | -10% | -3% | -32 | 0% | -30% | -2%
COc1ccc(CC(=O)N2CCc3cc(OC)c(OC)cc3C2COc2cc(C)cc(C)c2)cc1OC (stereo not drawn) | . | 10% | -1% | 6 | . | . | .
CCOc1ccc(NC(=O)CN2CCN(CC(=O)Nc3ccc(OC)cc3OC)CC2)cc1 | 8% | 3% | 6% | 19 | -5% | 130% | 5%
Cc1occc1-c1n[nH]c(=S)n1-c1ccccc1 | 13% | 1% | 18µM* | 1 | 6% | 1% | ?
CCN(C(=O)CSc1nc(N)cc(=O)[nH]1)c1c(N)n(Cc2ccccc2)c(=O)[nH]c1=O | 2% | 1% | -5% | -28 | 6% | -26% | .
CN(Cc1ccccc1)C(=O)c1nc[nH]c1C(=O)N1CCc2ccccc2C1 | 3% | -7% | -1% | -12 | ? | 0% | .
CCN(CC(O)COc1ccc(OCC(O)CN(CC)C2CCCCC2)cc1)C1CCCCC1 (stereo not drawn) | -1% | . | 1% | -22 | 5µM* | . | .
CC(C(=O)Nc1ccc(C#N)cc1)N1CCN(C(=O)C2CC2)CC1 (stereo not drawn) | 3% | -1% | 3% | 9 | 8% | -12% | .
COc1cccc(-c2oc3c(c2C(=O)OCCN2CCCCC2)C(O)CCC3)c1 (stereo not drawn) | -10% | . | 0% | 70 | . | . | .
O=C(NC(c1ccccc1)c1cc(Cl)c2cccnc2c1O)c1cccnc1 (stereo not drawn) | . | -3% | . | -100* | -13% | -1% | 0%
O=C(COC(=O)c1ccccc1NS(=O)(=O)c1ccc(Cl)cc1)NCc1ccccc1 | -12% | -18% | 1% | 55 | 17% | -1% | 2%
Cc1cccc(CNC(=O)c2ccc(NC(=O)N3CCSc4ncccc43)cc2)c1 | . | 2% | -8%[15.4 µM] | ? | . | . | .
NC(Cc1ccc(C(F)(F)F)cc1)c1csc(Nc2cnccn2)n1 (stereo not drawn) | 63%[activator] | . | -5% | -37 | . | . | .
Cc1ccc2c(C)c(C(=O)N3CCCC(C(N)=O)C3)oc2c1C (stereo not drawn) | 4% | 1% | 2% | -99* | -5% | 44% | 1%
CCN(C[C@H]1N[C@@](CC)(C(=O)OC)[C@H]2C(=O)N(Cc3ccccc3)C(=O)[C@@H]12)C(=O)COc1ccccc1 | 3% | . | 4% | 0 | 1% | 132%[activator] | .
COc1ccc(C(=O)N(Cc2ccco2)Cc2cccs2)c(O)c1 | -16% | 13% | -1% | 3 | -14% | -3% | 10%
CNC(CC(C)C)C(=O)NC1C(=O)NC(CC(N)=O)C(=O)NC2C(=O)NC3C(=O)NC(C(=O)NC(C(=O)O)c4cc(O)cc(O)c4-c4cc3ccc4O)C(O)c3ccc(c(Cl)c3)Oc3cc2cc(c3OC2OC(CO)C(O)C(O)C2OC2C[C@](C)(N)C(O)C(C)O2)Oc2ccc(cc2Cl)C1O (stereo partly drawn) | 110%[activator] | -7% | -2% | -5 | -4% | -25% | .
O=C(O)c1ccc(CNS(=O)(=O)c2ccc3ccccc3c2)cc1 | -22% | -6% | 0% | 6 | 18% | 13% | -1%
COc1ccc(-c2nc(CS(=O)CC(=O)NCc3ccc(F)cc3)c(C)o2)cc1 (stereo not drawn) | -5% | ? | 1% | -25 | -6% | 59% | 1%
CCN(CC)C(=O)COc1coc(CN2CCN(c3ccccc3F)CC2)cc1=O | 38%[activator] | -11% | 3% | -4 | 10% | 3% | -9%
Cc1cc(C)cc(Oc2nn[nH]n2)c1 | -10% | -2% | ? | -28 | 22% | -24% | -4%
CCOc1ncccc1C(=O)NNC(=O)c1cccc(S(=O)(=O)Nc2ccc(OC)cc2)c1 | 30%[activator] | -4% | -1% | 7 | . | -48% | 5%
CC(=O)c1nn(-c2ccc(C(F)(F)F)cc2)c(=O)[nH]c1=O | 0% | ? | -4% | -15 | 13% | -9% | -1%
CCN(CC)S(=O)(=O)c1ccc(NC(=O)c2nn(C)c3c2CSc2ccccc2-3)cc1 | . | -5% | -3% | 10 | . | . | .
Other records follow:
SMILES | AMA1 RON2 block | AmpC inh detg | Tb PYK inh | HCMV antiviral | HCV inhibitor | AmpC no deterg | LmPK inh
Cc1ccc(NC(=O)CO/N=C/c2ccccc2C)c(C)c1 | 9% | 5% | -4% | 0 | -6% | -8% | 4%
CC(=O)NC(Cc1c[nH]c2ccccc12)C(=O)N1CCc2ccccc2C1 (stereo not drawn) | -5% | 3% | 0% | . | 18% | 51% | 12%
Fc1ccc(Nc2ccc(-c3ccc(F)cc3)nn2)cc1 | -11% | 7% | -3% | -5 | -7% | -26% | 4%
CCCNC(=S)Nc1cc2oc3ccccc3c2cc1OC | 58%[activator] | -12% | -9% | 7 | ? | -30% | -5%
COc1cccc(C2CNC3(CCCC(C)C3)c3[nH]c4ccccc4c32)c1OC (stereo not drawn) | -21% | -6% | 4% | -65* | -29% | 77%[activator] | -1%
Cc1ccc(C(=O)N2CCC(n3nccc3NC(=O)c3ccccc3C)CC2)cn1 | -9% | -1% | -1% | 14 | 5% | 12% | -4%
CCn1c(N2CCC(C)CC2)nc2c1c(=O)n(C)c(=O)n2C | -6% | -15% | -4% | -25 | -9% | 32% | -5%
C=CCN(c1ccccc1C(=O)NCC(=O)OCC)S(=O)(=O)c1ccc(C)cc1 | 0% | -3% | 2% | -9 | 11% | 30% | 1%
CCOC(=O)c1c(C)[nH]c(C(=O)CSc2nnnn2-c2ccc(C)cc2)c1C | -3% | 2% | 1% | 26 | -10% | -17% | 1%
COC(=O)c1ccc(COc2ccc(CNCc3ccc(Cl)cc3)cc2)cc1 | 5% | -9% | -4% | 58 | 14% | -18% | 0%
Cc1ccc(NC(=O)N2CCCC2C(=O)NCc2ccccc2Cl)cc1 (stereo not drawn) | -6% | -1% | 3% | 74 | 2% | -6% | -6%
CCCC(C)C(=O)Nc1cccc(NC(C)=O)c1 (stereo not drawn) | 2% | -8% | -3% | 46 | -5% | -12% | -3%
NS(=O)(=O)c1ccc(-c2ccc(/C=C3\SC(=O)NC3=O)o2)cc1 | 0% | -9% | -5% | -30 | 14% | -29% | -16%
CC(C)c1ccccc1NC(=O)COc1ccc(C(=O)NCCc2ccccc2)cc1 | 11% | -10% | -9% | ? | ? | -43% | 0%
O=S(=O)(Nc1cccc(-c2ccc(N3CCCC3)nn2)c1)c1ccc(F)cc1F | . | -2% | -14% | 31 | . | . | .
O=C(Nc1nc(-c2ccco2)c(-c2ccco2)s1)C1CC(=O)N(c2ccc3c(c2)OCCO3)C1 (stereo not drawn) | 10µM* | 0% | ? | -13 | -3%&0% | -43% | 6%
O=C(CCc1ccccc1)NNC(=O)C12CC3CC(CC(C3)C1)C2 | -9% | -12% | -4% | 38 | . | -6% | 1%
COc1cccc(-n2c(COc3ccccc3C)nnc2SCC(=O)O)c1 | 2% | -15% | -6% | -26 | -2% | -13% | 2%
CC(C)NC(=S)N/N=C/c1cc(Br)ccc1O | -1% | -2% | -14% | -21 | ? | -36% | 0%
CCNC(=O)C(C)Oc1ccc(Cl)cc1Cl (stereo not drawn) | 9% | -1% | -1% | -5 | 2% | -4% | 3%
C=CCNc1nc(N)c([N+](=O)[O-])c(Nc2ccccc2OC)n1 | -1% | 1% | 0% | 5 | 6.3µM* | -14% | 1%
Cc1cc(=O)n2c(nc3ccccc32)[nH]1 | 8% | -6% | -8% | 72 | 11% | -29% | 8%
COc1ccccc1NC(=O)c1cc(-c2cc(OC)c(OC)c(OC)c2)nc2ccccc12 | -2% | 4% | 1% | -6 | ? | 10% | 2%
CC(=O)N1CCN(c2ccc(NCc3cccc4ccccc34)cc2)CC1 | ? | ? | -20% | ? | ? | 165%[activator] | -5%

Already shown: 11 of the compounds above.
SMILES | AMA1 RON2 block | AmpC inh detg | Tb PYK inh | HCMV antiviral | HCV inhibitor | AmpC no deterg | LmPK inh
CC(C)c1ccccc1NC(=O)COc1ccc(C(=O)NCCc2ccccc2)cc1 | 11% | -10% | -9% | ? | ? | -43% | 0%
O=S(=O)(Nc1cccc(-c2ccc(N3CCCC3)nn2)c1)c1ccc(F)cc1F | . | -2% | -14% | 31 | . | . | .
O=C(Nc1nc(-c2ccco2)c(-c2ccco2)s1)C1CC(=O)N(c2ccc3c(c2)OCCO3)C1 (stereo not drawn) | 10µM* | 0% | ? | -13 | -3%&0% | -43% | 6%
O=C(CCc1ccccc1)NNC(=O)C12CC3CC(CC(C3)C1)C2 | -9% | -12% | -4% | 38 | . | -6% | 1%
COc1cccc(-n2c(COc3ccccc3C)nnc2SCC(=O)O)c1 | 2% | -15% | -6% | -26 | -2% | -13% | 2%
CC(C)NC(=S)N/N=C/c1cc(Br)ccc1O | -1% | -2% | -14% | -21 | ? | -36% | 0%
CCNC(=O)C(C)Oc1ccc(Cl)cc1Cl (stereo not drawn) | 9% | -1% | -1% | -5 | 2% | -4% | 3%
C=CCNc1nc(N)c([N+](=O)[O-])c(Nc2ccccc2OC)n1 | -1% | 1% | 0% | 5 | 6.3µM* | -14% | 1%
Cc1cc(=O)n2c(nc3ccccc32)[nH]1 | 8% | -6% | -8% | 72 | 11% | -29% | 8%
COc1ccccc1NC(=O)c1cc(-c2cc(OC)c(OC)c(OC)c2)nc2ccccc12 | -2% | 4% | 1% | -6 | ? | 10% | 2%
CC(=O)N1CCN(c2ccc(NCc3cccc4ccccc34)cc2)CC1 | ? | ? | -20% | ? | ? | 165%[activator] | -5%
